mcGAS inh: inhibitors of mouse cGAS | recombinant cGAS, Kinase-Glo ATP depletion luminescence | 160,000 tested, 0.15% active | inhibition, % at 12.5 µM | Q8C6L5;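 further: 0% = negative control wells and 100% = reference inhibitor with no enzyme activity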
hcGAS inh: human cGAS inhibition; Q8N884; recombinant h-cGAS, ATP depletion, Kinase-Glo luminescence; inhibition, % at 12.5 µM; 290,000 tested, 0.081% active; AID 1259398;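 further: 0% = vehicle reaction and 100% = reaction without DNA for no activity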
Target sequence (Q8N884 whole entry, looked up): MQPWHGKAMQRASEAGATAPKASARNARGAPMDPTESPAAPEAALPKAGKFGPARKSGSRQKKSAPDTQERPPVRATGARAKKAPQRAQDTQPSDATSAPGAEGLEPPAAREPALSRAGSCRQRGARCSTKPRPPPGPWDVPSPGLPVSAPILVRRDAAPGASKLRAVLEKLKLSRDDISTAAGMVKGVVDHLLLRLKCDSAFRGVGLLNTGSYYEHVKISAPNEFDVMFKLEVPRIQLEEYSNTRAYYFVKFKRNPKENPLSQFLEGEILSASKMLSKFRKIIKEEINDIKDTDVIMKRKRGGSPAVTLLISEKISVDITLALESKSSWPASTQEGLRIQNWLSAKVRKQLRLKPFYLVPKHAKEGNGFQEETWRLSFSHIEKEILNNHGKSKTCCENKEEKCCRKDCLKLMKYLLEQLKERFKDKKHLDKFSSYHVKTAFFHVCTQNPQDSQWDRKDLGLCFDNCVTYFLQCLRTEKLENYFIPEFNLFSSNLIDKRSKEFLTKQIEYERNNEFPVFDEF
NPYLR7 agonist: activates Aedes aegypti NPYLR7 receptor; 270,000 tested, 0.15% active; activation, % at 10 µM; HEK293T NPYLR7/Galpha15, GCaMP6s calcium fluorescence; in the data active means activation above about 40%;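 further: 0% = vehicle and 100% = reference agonist at the receptor; some compounds past the cut are filed as inactive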
* hit, by the source's call; . = not tested or not shown; & = joins results of further samples. Unless noted, no stated cut-off is given here; in the data, active means inhibition above about 40%; inactive means the rest.

nr	smiles	mcGAS inh	hcGAS inh	NPYLR7 agonist
1	CCOC(=O)N1CCN(Cc2ccc3c(c2)CN(C(=O)Cn2cnc4ccccc42)CCO3)CC1	-14	-11	17
2	Cc1cc(Cl)c(Cl)cc1S(=O)(=O)NCc1ccc2c(c1)OCO2	.	-5	8
3	CC(N)c1nnc(SCc2ccc(F)cc2)n1-c1ccc([N+](=O)[O-])cc1 (centres undefined)	.	-1	11
4	O=C1NCCN(CCc2ccccc2)C1CC(=O)N1CCC(N2CCOCC2)CC1 (centres undefined)	.	-6	15
5	COCCCN(CC(=O)N(CCc1ccc(OC)c(OC)c1)Cc1sccc1C)C(=O)c1ccc(Br)cc1	-4	-3	35
6	CC(=O)c1cccc(S(=O)(=O)NC(CC(=O)O)c2ccc(F)cc2)c1 (centres undefined)	.	-6	8
7	CCN(CC)S(=O)(=O)c1ccc(Cl)c(C(=O)Nc2ccccc2OC)c1	-4	1	-5
8	Cc1cc(C)c(C)c(S(=O)(=O)Nc2ccccc2C(=O)NCc2ccco2)c1C	-6	-6	4
9	CCCOCCN1CCC2(CC1)c1ccccc1CC2O (centres undefined)	-10	-8	0
10	OC(CN1CCOCC1)Cn1c2ccc(Br)cc2c2cc(Br)ccc21 (centres undefined)	-4	-2	2
11	CCOc1ccc(C(=O)NCC(=O)N2CCN(c3nnc(C)c(C)c3C#N)CC2)cc1	.	-3	11
12	CN1CCN(NC(=O)c2ccc(N3CCCCCC3)c([N+](=O)[O-])c2)CC1	-5	-7	-1
13	CSC1(CNc2ccc(Br)cn2)CCOCC1	-7	-7&-11	7&0
14	Cc1cccc(C)c1OCC(O)CSc1nncs1 (centres undefined)	-15	-5	9
15	Cc1ccc(N=Nc2sc3nc4c(c(=O)n(C)c(=O)n4C)n3c2O)cc1	.	-6	2
16	CC(OC(=O)c1cccc2c1OC(C)C2C)C(=O)N1CCc2ccccc21 (centres undefined)	.	-11	4
17	COc1cc(-c2nnc(SCc3nnc(-c4ccco4)o3)o2)cc(OC)c1OC	-4	-4	8
18	CC(NC(=O)c1cc(Cl)c(Cl)n1C)c1ccc(NS(C)(=O)=O)cc1 (centres undefined)	.	-14	-7
19	Cc1cc(NC(=O)C2c3ccccc3Oc3ccccc32)n(-c2nc(C)c(C)c(=O)[nH]2)n1	-8	-12	11
20	CCOc1ccccc1C(=O)NC1C=CC(C(C(=O)OC)c2ccc(OC)cc2)C1 (centres undefined)	-6	-5	6
21	Cc1cc(C)cc(N(CCC#N)C(=O)CN(C)C(C)C(C)(C)C)c1 (centres undefined)	.	4	18
22	Cc1[nH]n(-c2ccccc2)c(=O)c1N=Nc1ccc2ccccc2c1	-3	3	-2
23	CCCCCN(Cc1cccn1Cc1cccc(C(F)(F)F)c1)C(=O)CN(CC)C(=O)c1cccc(Br)c1	-3	-1	22
24	CC(C(=O)N1CCc2c(nc(N(C)C)[nH]c2=O)C1)n1cnc2ccccc21 (centres undefined)	.	-4	0
25	COCCN(Cc1ccc(OC)c(OS(=O)(=O)c2ccc(OC)cc2)c1)C(=O)CC(C)(C)C	-6	-7	6
26	CCc1ccc(C(CNc2nc3c(cnn3C(C)(C)C)c(=O)[nH]2)N(C)C)cc1 (centres undefined)	-11	-7	5
27	Cc1cc(Br)c(NC(=O)CN(C)C)c(Br)c1	.	-8	-22
28	Cc1c(C(=O)O)nnn1-c1ccc(-c2ccccc2)cc1	.	-7	4
29	CN(C(=O)c1ccc(Cl)cc1)C1(C)CCS(=O)(=O)C1 (centres undefined)	.	-11	8
30	Cc1ccc(-n2nnnc2CNC(=O)c2cccc3ccccc23)cc1C	-5	-2	-2

Next section; it opens with the four that closed the last part.
nr	smiles	mcGAS inh	hcGAS inh	NPYLR7 agonist
27	Cc1cc(Br)c(NC(=O)CN(C)C)c(Br)c1	.	-8	-22
28	Cc1c(C(=O)O)nnn1-c1ccc(-c2ccccc2)cc1	.	-7	4
29	CN(C(=O)c1ccc(Cl)cc1)C1(C)CCS(=O)(=O)C1 (centres undefined)	.	-11	8
30	Cc1ccc(-n2nnnc2CNC(=O)c2cccc3ccccc23)cc1C	-5	-2	-2
31	CCN(Cc1nc2ccccc2c(=O)[nH]1)Cc1c(C)noc1C	.	-6	0
32	COc1cc(OC)nc(NCc2cccnc2N2CCN(C(C)=O)CC2)n1	.	-9	4
33	O=C(O)CC(NC(=O)c1cnn(-c2ccccc2)c1)c1ccc(F)cc1 (centres undefined)	.	-10	7
34	COC(=O)c1ccc(S(=O)(=O)N(CCC#N)c2ccc(C)cc2)o1	.	0	8
35	CCOC(=O)C(C(=O)OCC)C1CCS(=O)(=O)C1 (centres undefined)	-5	-9	0
36	O=C1OC(/C=C\c2cccc([N+](=O)[O-])c2)=NC/1=C/c1ccccc1	-6	-2	5
37	COC(=O)C1=C(SCc2ccccc2)SC(=C2C(=O)CC(C)(C)CC2=O)S1	.	-2	1
38	Cc1c(C(=O)N2CCCc3ccccc32)nnn1-c1ccccc1	-7	-2	3
39	CSc1ccc(NC(=O)c2sc(-c3ccccc3)nc2C)nn1	-4	-4	0
40	Cc1cc(CN(C)C(=O)C2CSCN2C(=O)CC(C)(C)C)no1 (centres undefined)	.	1	3
41	CC1CN(C(=O)N2CCC(C(=O)NC(C)C34CC5CC(CC(C5)C3)C4)CC2)c2ccccc2O1 (centres undefined)	-3	0	.
42	Cc1ccc2nc(SCC(=O)N3CCCC3)nc(=O)n2c1	-8	-7	0
43	Cc1cc(Oc2cnn(C)c(=O)c2Nc2ccc(C(=O)NCC3CCCO3)cc2)ccc1Cl (centres undefined)	-3	-7	-2
44	CCCNC(=O)C1(C)CCCN(Cc2ccc3ccccc3c2)C1 (centres undefined)	3	9	-11
45	COc1ccc(C(=O)c2c(N)c(-c3nc4ccccc4[nH]3)c3ccccn23)cc1	-9	-7	1
46	c1ccc(C2C3CCCCC3=Nc3ncnn32)cc1 (centres undefined)	.	1&-7	-5&8
47	COc1ccc(-c2nnc(SCc3cc(F)ccc3F)n2-c2ccc(Cl)c(Cl)c2)cc1	0	4	-5
48	O=C1CCCN1CCCn1cnc(-c2ccccc2)c1C1CCOCC1	-11	-10	.
49	O=C(Cn1cnc([N+](=O)[O-])n1)Nc1ccc([N+](=O)[O-])cc1Cl	-8	0	-3
50	NC(=O)c1cnc(NC(=O)c2ccc(Cl)c(Cl)c2)s1	-12	-5	1
51	CCCCN(CC(=O)N1c2ccccc2-n2cccc2C1c1ccc(F)cc1)C(=O)COCc1ccccc1 (centres undefined)	-5	-5	1
52	CC(C)(C)c1cc(NC(=O)c2cccc(C#N)c2)n(-c2ccccc2Cl)n1	-1	-1	3
53	CCCc1ccccc1N1C(=O)CSC1c1cccc(NC(=O)c2ccc(Cl)c(Cl)c2)c1 (centres undefined)	-6	-4	15
54	CC(C)(C)c1ccc(C(=O)NCc2nnnn2-c2ccc(F)c(F)c2)cc1	-8	-8	2
55	Cc1ccc(S(=O)(=O)NC2CCN(c3ccccc3C(=O)N(C)C3CCCCC3)CC2)cc1	-3	-1	1
56	CC(CC1CC(C)(C)OC1=O)C(=O)Nc1nncs1 (centres undefined)	-5	-2	24
57	COc1ccc(CN2CCN(Cc3cnc(-c4cccc(C)c4)nc3)CC2CCO)c(F)c1 (centres undefined)	.	-6	8
58	O=S1(=O)CCC(NCc2cc(Cl)c3c(c2)OCCCO3)C1 (centres undefined)	.	3	-1
59	C=CCOC(=O)C1C(C)=Nc2nc(SCCCC)[nH]c(=O)c2C1c1ccc(C(=O)OC)cc1 (centres undefined)	-7	-2	4
60	O=C1N=C(N2CCCCC2)SC1=Cc1ccc(-c2ccccc2)o1	.	-8	1
61	Cn1c(=O)c2c(NCCCn3ccnc3)ccnc2n(C)c1=O	.	-3	8
62	C[C@]12CCC3=C4CCC(=O)C=C4CC[C@H]3[C@@H]1CC[C@@]2(O)CC#N	-7	-6	2
63	COc1ccc2cc(C(=O)C3CCCN(C(=O)Cn4cnnn4)C3)ccc2c1 (centres undefined)	-17	-8	17
64	CC1(C)C(=O)OC(c2ccc(Cl)cc2Cl)C(C)(C)C1=O (centres undefined)	.	-4	-15
65	CC(C)CSc1nnc(SC(C)C(=O)Nc2ccc(F)cc2)s1 (centres undefined)	.	-13	19
66	CCOC(=O)C1CCN(C(c2ccccc2)C2Sc3ncnn3C2=O)CC1 (centres undefined)	-1	2	5
67	COc1ccc(CN2CCC2(C)C(=O)Nc2cc(OC)ccc2OC)cc1 (centres undefined)	.	-4	1
68	O=C(CCc1nc2ccc(F)cc2[nH]1)N[C@H]1COC[C@@H]1N1CCCC1	.	-11&0	12&8
69	O=C(NCCNc1cccnc1)C(=O)N1CCc2ccccc2C1	.	-3	13
70	CCOC(=O)c1cc(-c2ccc(CC)cc2)n(C2CCN(C(=O)C3C[C@H]3c3ccccc3)CC2)n1 (some centres undefined)	-3	-4	31
71	C(=C\c1ccccc1)/CNCC1CCNCC1	.	13	6
72	CCN1CCCC1CN(CC1CCN(CCOC)CC1)C(=O)c1ccc(SC)cc1 (centres undefined)	.	2	5
73	Cc1oc(-c2cccs2)nc1CN(C)CC1COc2ccccc2O1 (centres undefined)	-2	-6&2	20&-6
74	COCCNC(=O)c1ccccc1N1CCC(NC(=O)c2ccc3c(c2)OCO3)CC1	0	1	27
75	CCONC(=O)CCc1nc2cc(C(F)(F)F)ccc2s1	.	-5	5
76	Cc1cc(C)n(-c2nc(-c3ccccc3)cc(=O)n2CC(=O)N(C)c2ccccc2)n1	-7	-11	1
77	O=C(Nn1ccc2c(nnc3ccnn32)c1=O)c1cccnc1	.	-8	3
78	COc1ccc(C(C#N)Nc2ccccc2)cc1 (centres undefined)	.	-6	-7
79	CCN1C(SCc2ccc(N3CCCC3=O)cc2)=NS(=O)(=O)c2ccccc21	-4	-4	-6
80	CCC(C)(C)c1ccc(S(=O)(=O)N2CCCN(c3c(-c4ccc(OC)cc4)cnc4ncnn34)CC2)cc1	-6	-2	25
81	COCC(=O)Nc1ccc(N(C)C)c(CN(CC2CCCO2)S(C)(=O)=O)c1 (centres undefined)	-4	-2	-1
82	CC1(C)N([O-])C(c2ccc(-c3ccccc3)cc2)=C[N+](=O)C1(C)C	.	-5	1
83	CS(=O)(=O)NC1CCCN(C(=O)Cc2ccc(Cl)cc2)C1 (centres undefined)	.	4	0
84	COc1cc(C2C(C(=O)OC(C)C)=C(C)NC3=C2C(=O)CC(c2ccccc2)C3)cc(Cl)c1O (centres undefined)	-6	-6	-11
85	Cc1ccccc1S(=O)(=O)NC(=O)C1(C)CCN1C(=O)Cc1cc(F)ccc1F (centres undefined)	.	0	6
86	CCC(C)c1ccc(O[C@@H]2O[C@H](CO)[C@@H](O)[C@H](O)[C@H]2NC(C)=O)cc1 (some centres undefined)	-2	-1	2
87	CCCCn1c(=O)[nH]c(=O)c2c1nc(COC(=O)C=C(C)C)n2CC	-5	-6	0
88	O=S(=O)(NCc1cccc2c1OCCO2)c1ccc(F)cc1Cl	.	-16&-15	13&-4
89	Cc1nnc2c(C(=O)NCCNc3cccc4ccccc34)cccn12	1	-4	18
90	Cc1ccc(Cc2nc(N3CCN(C(=O)c4ccc(Cl)c(Cl)c4)CC3)c3c(-c4ccc5ccccc5c4)noc3n2)cc1	-6	-2	13

Reformatted: results already given.
77	O=C(Nn1ccc2c(nnc3ccnn32)c1=O)c1cccnc1
78	COc1ccc(C(C#N)Nc2ccccc2)cc1 (centres undefined)
79	CCN1C(SCc2ccc(N3CCCC3=O)cc2)=NS(=O)(=O)c2ccccc21
80	CCC(C)(C)c1ccc(S(=O)(=O)N2CCCN(c3c(-c4ccc(OC)cc4)cnc4ncnn34)CC2)cc1
81	COCC(=O)Nc1ccc(N(C)C)c(CN(CC2CCCO2)S(C)(=O)=O)c1 (centres undefined)
82	CC1(C)N([O-])C(c2ccc(-c3ccccc3)cc2)=C[N+](=O)C1(C)C
Assay by compound	77	78	79	80	81	82
mcGAS inh	.	.	-4	-6	-4	.
hcGAS inh	-8	-6	-4	-2	-2	-5
NPYLR7 agonist	3	-7	-6	25	-1	1

Next part.
nr	smiles	mcGAS inh	hcGAS inh	NPYLR7 agonist
91	Cc1cccnc1NC(=O)c1cccc(S(=O)(=O)N2CCCCC2)c1	.	-20	3
92	CC1CCc2c(sc3ncnc(N4CC(C)OC(C)C4)c23)C1 (centres undefined)	-4	-6	10
93	COCCCN(Cc1c(-c2ccccc2)noc1N1CCCCC1C)C(=S)Nc1ccc(F)cc1 (centres undefined)	-6	-3	1
94	O=C1NC2(CCc3ccccc32)C(=O)N1CCOc1ccc(Cl)cc1Cl (centres undefined)	1	4	-9
95	COc1ccc(OC)c2sc(N(Cc3ccco3)C(=O)c3cc(C)nn3C)nc12	.	-9	10
96	COc1ccc(-n2c(SCc3ccc(C(=O)NC4CC4)cc3)nnc2-c2ccncc2)cc1	-6	-4	6
97	C=CCn1c(N2CCN(Cc3c(F)cccc3Cl)CC2)nc2c1c(=O)[nH]c(=O)n2C	.	-6	-4
98	CC(C)CN1CCC[C@@H]1CNC(=O)COCC1CCCO1 (some centres undefined)	.	-6	10
99	CC1CCCCN1c1cc(C(=O)Nc2cc(C3CC3)[nH]n2)ccn1 (centres undefined)	.	-17	4
100	O=C1CC(=O)N2C(c3ccccc3)=CSC2(OCCS)N1 (centres undefined)	.	2	-2
101	COc1ccc(-c2cnc(-c3cccc(CNC(=O)c4cccc(OC)c4)c3)[nH]2)cc1	-6	-7	-1
102	CC(C)CN(CC(=O)N(CCc1c[nH]c2ccccc12)Cc1ccc(C(F)(F)F)cc1)C(=O)c1cccc([N+](=O)[O-])c1	-5	-2	27
103	NC(=O)c1cc(NS(=O)(=O)c2ccc(Br)s2)ccc1Cl	-12	1	1
